Screening results (PubChem BioAssay)
OX1R FRET antag: blocks the human orexin 1 receptor | O43613 | OX1R-expressing cells, FRET antagonist read-out | inhibition, % at 6.6 µM | 1.8% of 330,000 active | AID 485270; in the data active means inhibition mostly above about 38%, no sharp cut-off; inactive means mostly below about 40%;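 further: 0% = agonist challenge alone and 100% = reference antagonist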
Target sequence (O43613 whole entry, looked up): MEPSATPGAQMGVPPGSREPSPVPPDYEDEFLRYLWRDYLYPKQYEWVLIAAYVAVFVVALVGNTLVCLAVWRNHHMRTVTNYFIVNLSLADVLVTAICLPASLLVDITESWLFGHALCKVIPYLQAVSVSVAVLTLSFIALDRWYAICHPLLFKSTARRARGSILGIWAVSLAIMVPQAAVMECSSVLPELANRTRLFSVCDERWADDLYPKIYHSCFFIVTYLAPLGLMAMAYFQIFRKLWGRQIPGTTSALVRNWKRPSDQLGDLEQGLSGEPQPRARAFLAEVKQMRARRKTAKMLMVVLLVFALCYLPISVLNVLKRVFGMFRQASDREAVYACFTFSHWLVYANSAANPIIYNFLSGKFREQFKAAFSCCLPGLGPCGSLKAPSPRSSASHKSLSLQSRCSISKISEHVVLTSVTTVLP
STK33 inh: human STK33 kinase inhibition. Q9BYT3. purified STK33, MBP phosphorylation, ADP-Glo luminescence. inhibition, % at 10 µM. 0.073% of 320,000 active;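 active means inhibition at or above 25%, using the most active replicate where run in duplicate; inactive means inhibition below 25%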
Target sequence (Q9BYT3 whole entry, looked up): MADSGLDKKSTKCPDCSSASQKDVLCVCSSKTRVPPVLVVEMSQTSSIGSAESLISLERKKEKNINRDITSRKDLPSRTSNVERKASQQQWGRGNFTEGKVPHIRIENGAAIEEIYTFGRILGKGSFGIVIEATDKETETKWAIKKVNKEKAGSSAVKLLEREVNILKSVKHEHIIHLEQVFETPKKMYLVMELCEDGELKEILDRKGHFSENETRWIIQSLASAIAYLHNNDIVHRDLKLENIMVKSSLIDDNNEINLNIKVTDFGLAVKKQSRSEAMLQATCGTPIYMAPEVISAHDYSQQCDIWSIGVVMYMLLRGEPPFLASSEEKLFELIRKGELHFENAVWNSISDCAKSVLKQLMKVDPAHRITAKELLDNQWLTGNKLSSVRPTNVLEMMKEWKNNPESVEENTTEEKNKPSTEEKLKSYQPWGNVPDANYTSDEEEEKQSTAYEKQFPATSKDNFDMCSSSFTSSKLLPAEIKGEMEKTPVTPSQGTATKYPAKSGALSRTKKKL
The depositor's hits bear a star; x = not tested or not shown.

Values run as follows: OX1R FRET antag	STK33 inh
CC(=O)Nc1ccc(NC(=O)C2CCCCN2S(=O)(=O)c2ccc(C(C)(C)C)cc2)cc1 (stereo unspecified)
    8.6	0.0
CN(C)S(=O)(=O)c1ccc(C(=O)NCc2nnc(SCC(=O)NCc3ccco3)o2)cc1
    10.8	-1.6
CC(=O)Nc1ccc(S(=O)(=O)N(C)CC(=O)OCC(=O)N2CCCC2=O)cc1
    16.5	-1.1
CCCc1cc(=O)oc2c(CN3CCOCC3)c(O)ccc12
    15.7	-1.0
CCc1ccc(CN(C)C(=O)CCc2nnc(CCc3ccccc3OC)o2)nc1
    18.6	2.7
O=C(NCCc1ccccc1)c1ncn[nH]1
    -3.7	1.9
O=C(Oc1ccc2c(c1)OCO2)C12CC3CC(CC(C3)C1)C2
    6.3	0.3
N=c1c(C(=O)NC2CCCC2)cc2c(=O)n3ccccc3nc2n1Cc1ccccc1
    11.1	-0.2
COc1cccc(-c2nn(C)c3sc(C(=O)NCc4ccccn4)cc23)c1
    13.2	0.6
COc1cccc(NC(=O)c2ccc(Cn3cc([N+](=O)[O-])cn3)o2)c1
    14.5	-0.1
COc1cc(-c2ccccc2)[nH]c(=S)n1
    1.6	-0.3
O=C(CSc1ccccc1)NNC(=O)c1ccccc1O
    23.8	8.0
Cc1onc(-c2c(Cl)cccc2Cl)c1C(=O)n1nnc2ccccc21
    6.2	-2.1
CC(NC(=O)c1cccc(C(F)(F)F)c1)C1CCCO1 (stereo unspecified)
    12.7	0.3
CCCOc1cccc(C(=O)N/N=C/c2coc3ccccc3c2=O)c1
    x	1.3
CN(CCC#N)C(=O)COC(=O)c1ccc(Cl)cc1O
    20.1	1.1
Cc1cc(NS(=O)(=O)c2ccc(NC(=S)NC(=O)c3ccc(F)cc3)cc2)no1
    4.7	-5.4
Cc1cc(C)nc(SCCS(=O)(=O)Cc2ccccc2)n1
    8.6	-1.4
CCOC(=O)N1C2=NC(C(=O)OC)=C(C(=O)OC)[C@@H]3N(C)c4ccc(OC)cc4[C@]23C[C@H]1C(=O)OC
    17.8	0.3
CCN(CC)C(=O)CSc1nc(-c2cccs2)cc(-c2cccs2)c1C#N
    23.9	-2.2

Following part.
Values run as follows: OX1R FRET antag	STK33 inh
C1CN=C(NC23CC4CC(CC(C4)C2)C3)C1
    4.5	-0.4
Cc1cc(NS(=O)(=O)c2ccc(NC(=O)CCN3C(=O)c4ccccc4C3=O)cc2)no1
    1.6	1.7
N#CC1=C(C2CC2)CC(c2ccccc2)C(C#N)=C1N (stereo unspecified)
    54.2	-0.1
COc1cc(Cl)ccc1OCc1cc(C(=O)N(C)C2CC(C)(C)NC(C)(C)C2)no1
    12.2	-2.1
Cc1nc2c(C#N)cnn2c2c1CCN2CC1CCCO1 (stereo unspecified)
    11.4	0.0
COc1cccc2c(Cl)c(CC=C(Cl)Cl)c(C)nc12
    16.1	-1.9
CN(C)C(CNC(=O)c1ccc(C2SCCS2)cc1)c1ccccc1 (stereo unspecified)
    10.5	-0.7
CCn1c(=O)c2ccccc2n(Cc2ccc([N+](=O)[O-])cc2)c1=O
    -3.7	-0.7
CCC(=O)c1ccc(OCC(=O)OCC(=O)c2cc(C)n(C)c2C)cc1
    15.0	0.0
CCN1C(=NCCc2ccc(Br)cc2)N[C@@H](c2ccccc2)[C@H](C(=O)OC)[C@H]1C
    2.4	0.0
O=c1[nH]ncc(N/N=C\c2ccc(O)cc2O)c1Cl
    15.2	0.2
CSc1ccccc1NC(=O)Nc1cccc(Cl)c1
    22.8	x
CC(C)C(NC(=O)c1c(F)cccc1F)C(=O)OCN1C(=O)c2ccccc2C1=O (stereo unspecified)
    7.9	-1.1
CCN(CC(=O)Nc1c(F)cccc1F)C(=O)c1ccc(N2C(=O)c3ccccc3C2=O)cc1
    25.8	-0.7
O=C(CCCCCn1c(=S)[nH]c2ccccc2c1=O)NCc1ccc2c(c1)OCO2
    25.9	0.7
CCCSc1ccc([C@H]2N[C@@](Cc3ccccc3)(C(=O)OC)[C@H]3C(=O)N(C)C(=O)[C@@H]23)cc1
    8.1	-1.0
CNC(=S)N(Cc1cc2cc(C)ccc2n2nnnc12)CC(C)(C)CN(C)C
    x	-0.2
COc1ccc(Nc2nc(NCc3ccco3)nc(N/N=C/c3ccccc3F)n2)cc1
    10.7	2.7
Clc1ccc(-c2nc3ccncc3[nH]2)cc1
    0.3	4.3
CC(CN1CCOCC1)OC(=O)c1ccc(Cl)cc1Cl (stereo unspecified)
    -3.7	-1.9

Remaining list, next part
Values run as follows: OX1R FRET antag	STK33 inh
CCCOc1ccc(N2C(=O)CC(N(CCOC34CC5CC(CC(C5)C3)C4)C(C)=O)C2=O)cc1 (stereo unspecified)
    11.1	-1.1
CCOC(=O)[C@@H]1[C@H]2COc3ccccc3[C@@H]2N2C(=O)N(c3ccc(C)cc3)C(=O)[C@]12C
    24.1	-3.3
COc1ccc(N(CC(=O)Nc2ccc3c(c2)OCCO3)S(=O)(=O)c2cccnc2)cc1
    5.2	-1.7
COc1cccc(-c2nc(C=O)cs2)c1
    -5.6	-2.5
COc1ccc(NC2CCCN(C(=O)CCN3CCCC3=O)C2)cc1 (stereo unspecified)
    8.2	-0.9
Cc1c(Cc2ccc3c(c2)OCO3)sc(NC(=O)c2ccc3ccccc3c2)c1C(N)=O
    8.4	-1.1
CN(Cc1ccc(Cl)cc1Cl)C(=O)CNC(=O)c1ccc2c(c1)OCO2
    19.5	2.9
CCOCCCNC(=O)C1(O)c2ccccc2NC(=O)N1c1ccc(C)c(C)c1 (stereo unspecified)
    2.2	0.4
CCCNC(=O)c1csc(Nc2cccc3ccccc23)n1
    -8.2	-0.5
CC(OC(=O)CNC(=O)c1ccc(Cl)c([N+](=O)[O-])c1)C(=O)NCc1ccco1 (stereo unspecified)
    18.6	0.3
O=C(Oc1ccccc1C(=S)N1CCOCC1)c1ccc([N+](=O)[O-])cc1[N+](=O)[O-]
    37.8	0.2
COc1cccc(NC(=O)Cn2c3ccc(F)cc3c3nc4n(c(=O)c32)CCS4)c1
    25.2	-1.4
O=C(COC(=O)/C=C/c1ccccc1)Nc1cccc(Oc2ccccc2)c1
    24.1	-0.2
COCCN(CC(=O)NCc1ccc(F)cc1)C(=O)CCC(=O)Nc1ccccn1
    20.5	-0.6
OC1CN=C2CCCc3c2n(c2ccc(Cl)cc32)C1 (stereo unspecified)
    19.5	-0.8
Cc1nc(NC(=O)c2ccccc2)sc1Cc1ccc2c(c1)OCO2
    25.1	-0.2
COc1ccc(CCNC(=O)c2c(-c3ccccc3Cl)noc2C)cc1
    18.5	-0.4
Cc1ccc(-n2ncc3c(=O)[nH]c(SCC(=O)N4CCOCC4)nc32)cc1
    8.8	-2.5
CCOC(=O)CSc1nnc(-c2cccnc2)o1
    0.8	-1.5
CNC(=S)N/N=C(\C)c1ccc(Cl)s1
    -5.5	1.1

Already shown: entries from further up.
Values run as follows: OX1R FRET antag	STK33 inh
COc1ccc(CCNC(=O)c2c(-c3ccccc3Cl)noc2C)cc1
    18.5	-0.4
Cc1ccc(-n2ncc3c(=O)[nH]c(SCC(=O)N4CCOCC4)nc32)cc1
    8.8	-2.5
CCOC(=O)CSc1nnc(-c2cccnc2)o1
    0.8	-1.5
CNC(=S)N/N=C(\C)c1ccc(Cl)s1
    -5.5	1.1

Next part
Values run as follows: OX1R FRET antag	STK33 inh
CCCCn1c(N)c(N(CC(C)C)C(=O)CC2CCCCC2)c(=O)[nH]c1=O
    4.5	-3.1
COc1ccc(N2CC(O)(c3ccc(OC(F)F)cc3)[N+]3=C2CCCC3)cc1 (stereo unspecified)
    6.9	-0.9
COCc1n[nH]c(=S)n1-c1cccc2ccccc12
    0.9	-0.2
C=CCn1c(=O)/c(=C/c2ccc(Cl)cc2)s/c1=C(/C#N)c1nnc2n1CCCCC2
    4.2	-2.4
FC(F)(F)c1cccc(N2CCc3cn[nH]c32)c1
    25.9	0.4
CCc1cc2c(=O)c(-c3nc(C)cs3)c(CCCC(=O)O)oc2cc1O
    20.9	0.8
Cc1cc(C(=O)OCC(=O)NCc2ccc(Cl)cc2Cl)c(C)o1
    4.3	-2.5
Cc1ccc(CN2CCN(Cc3cccn3-c3ccccn3)CC2CCO)o1 (stereo unspecified)
    3.5	-0.6
CCOc1ccc(C(=O)/C=C/Nc2ccc(S(=O)(=O)Nc3onc(C)c3C)cc2)cc1
    7.4	-2.8
CCOc1ccccc1Oc1c(C)oc2cc(OC(=O)N3CCOCC3)ccc2c1=O
    7.0	-0.3
Cc1cc(C)nc(NC(=O)CCC2CCCC2)c1
    8.3	-0.7
C=CCN(c1nc(C)cc(OC)n1)S(=O)(=O)c1ccccc1
    16.2	-0.4
O=C(CSc1nnc(-c2cccnc2)n1Cc1ccccc1)NCc1ccccc1
    16.6	1.1
Cc1cccc(-n2cc(C#N)c(=O)[nH]c2=O)n1
    9.4	-0.2
CSc1nc(NS(=O)(=O)c2cc(C)c(Cl)cc2Cl)nn1C
    18.9	-1.4
CCn1cc(S(=O)(=O)c2cccc(C)c2)c(=O)c2cc(F)c(N3CCN(C)CC3)cc21
    26.5	-1.3
CCc1cc(C(=O)c2ccccc2)c(N)s1
    12.7	-0.6
CCOC(=O)c1sc(-c2cccc(C(F)(F)F)c2)nc1O
    16.0	-1.3
COc1ccc(NC(=O)NC2(C(=O)N3CCN(C)CC3)CCCCC2)cc1
    1.6	-1.6
CCc1cc(=O)oc2cc(OC(C)C(=O)NCc3ccccn3)ccc12 (stereo unspecified)
    -6.0	-1.4

New compounds follow
Molecule	OX1R FRET antag	STK33 inh
O=C(Nc1ccccc1)C1C2CCC3C(CCC21)C3(Cl)Cl (stereo unspecified)	40.2	0.0
Cc1cc(S(=O)(=O)NCc2ccc(S(N)(=O)=O)cc2)c(C)s1	3.8	-0.1
Cc1onc(-c2ccccc2)c1C(=O)N/N=C/c1ccccc1OC(C)C	27.7	2.6
COc1ccccc1NC(=O)CCCc1nnc2n(C)c(=O)c3sccc3n12	7.2	0.0
O=C1NC(Cc2ccccc2)c2nc3ccc(Cl)cc3c(=O)n2-c2ccccc21 (stereo unspecified)	9.0	0.1
COc1ccccc1N1CCN(C(=O)/C=C/c2cccc([N+](=O)[O-])c2)CC1	3.5	-1.0
O=C(CNC(=O)c1cccc(F)c1)OCC(=O)N1CCN(C(=O)c2ccco2)CC1	3.1	1.8
CCOC(=O)C(=O)C1C(=O)Nc2ccccc21 (stereo unspecified)	x	-0.5
COc1ccc(NC2CCCN(C(=O)CSc3ccccn3)C2)cc1OC (stereo unspecified)	41.4	-0.8
Cc1ccc(C)c(N2CCN(C(=O)c3ccc(CS(=O)Cc4cccc(Cl)c4)o3)CC2)c1 (stereo unspecified)	8.1	-2.5
N=c1c2c3c(sc2ncn1CCCO)CCCC3	8.1	x
O=C(Nc1cccc(OCC(=O)N2CCOCC2)c1)c1ccc(C(F)(F)F)cc1	27.7	0.2
O=C1C(=O)N(CCS(=O)(=O)c2ccccc2)c2ccc(Cl)cc21	13.0	0.3
CCOc1ccc(-n2c(N)c(C(=O)N3CCN(C)CC3)sc2=S)cc1	30.1	0.6
COc1ccc(NC(=O)Nc2cnccn2)cc1OC	15.5	0.5
CC(C)NC(=O)N(O)C1N(Cc2ccc3c(c2)OCO3)C(=S)SC1(C)C (stereo unspecified)	11.7	-0.1
O=C(Cc1coc2cc3c(cc12)CCC3)NCC1(N2CCCCC2)CCCCC1	2.9	-0.4
CCc1cccc(NC(=O)CCc2nc(-c3cccs3)no2)c1	22.5	0.4
Cc1ccc(C2=Nc3ccccc3NC(C)(c3ccc(C)o3)C2)o1 (stereo unspecified)	11.6	-0.1
Cc1cc(C)cc(NC(=O)CCC(=O)Nc2cc(C)on2)c1	7.6	0.2
Cc1ccc(NC2c3ncccc3C(=O)N2Cc2ccc(F)cc2)cc1 (stereo unspecified)	10.2	-0.8
COc1cc(C(=O)NCC(c2cccs2)N(C)C)cc(Cl)c1OC(C)C (stereo unspecified)	25.9	-2.6
Cc1ccc(-n2nnnc2SCC(=O)NCC2(N3CCCCC3)CCCCC2)c(C)c1	3.7	-0.5
CC(=O)Cc1nsc(NC(=O)c2csc3c2CCCC3)n1	24.4	6.8
Cc1cc(-c2ccccc2C(=O)NCc2ccccc2)on1	5.5	-0.3
NC(=O)CSc1oc(-c2ccco2)nc1S(=O)(=O)c1ccc(Cl)cc1	-0.5	-1.0
O=C(Nc1ccc(-c2csc(Nc3ccc(Cl)cc3)n2)cc1)c1ccccc1	7.2	-1.1
CSc1nsc(/C=C/Nc2ccc(C)cc2)c1C#N	16.3	0.5
O=C(O)/C=C\C(=O)N1CCc2ccccc21	22.0	-0.6
Cc1ccc(C)c(N2N=C(C(=O)N(CC(C)C)c3c(N)n(Cc4ccccc4)c(=O)[nH]c3=O)CCC2=O)c1	15.4	-1.0

Compounds listed so far with a COOH group:
Molecule	OX1R FRET antag	STK33 inh
CCc1cc2c(=O)c(-c3nc(C)cs3)c(CCCC(=O)O)oc2cc1O	20.9	0.8
O=C(O)/C=C\C(=O)N1CCc2ccccc21	22.0	-0.6

Continuation:
Molecule	OX1R FRET antag	STK33 inh
Cc1ccc(S(=O)(=O)N2CCCOC2CNC(=O)C(=O)NCc2cccnc2)cc1 (stereo unspecified)	17.0	-2.2
CC1=Nc2cc([N+](=O)[O-])ccc2NC(C)(C)C1	16.4	0.4
CC(C)OCCCNC(=O)c1cn(C)c2ccc(S(=O)(=O)N3CCCC3)cc2c1=O	11.7	2.0
O=C1N[C@@H](Cc2ccccc2)C(=O)N1CCN1CCOCC1	-4.8	4.7
O=C(Nc1ccc(Cl)cc1)Nc1cnccn1	20.3	0.1
CCCCN(C(=O)CCNC(=O)NC12CC3CC(CC(C3)C1)C2)c1c(N)n(CCC)c(=O)[nH]c1=O	3.1	-1.1
COc1ccc(C[C@@H]2CN3C(=NC[C@@H]3C)N2C[C@H](C)NC(=O)CCC2CCCCC2)cc1	12.4	0.2
